Source: PubChem BioAssay (National Center for Advancing Translational Sciences (NCATS))
IP6K1 inh: Primary qHTS assay for small molecule inhibitors of Inositol hexaphosphate kinase 1 (IP6K1). Inositol hexakisphosphate kinase 1 (Homo sapiens), Q92551. IP6K1 kinase, ADP-Glo luminescence, 2 h; hits give low values. activity change, % (series mostly up to about 58 µM). 0.81% of 140,000 active; in the data active means activity change below about -25%
Target sequence (Q92551 whole entry, looked up): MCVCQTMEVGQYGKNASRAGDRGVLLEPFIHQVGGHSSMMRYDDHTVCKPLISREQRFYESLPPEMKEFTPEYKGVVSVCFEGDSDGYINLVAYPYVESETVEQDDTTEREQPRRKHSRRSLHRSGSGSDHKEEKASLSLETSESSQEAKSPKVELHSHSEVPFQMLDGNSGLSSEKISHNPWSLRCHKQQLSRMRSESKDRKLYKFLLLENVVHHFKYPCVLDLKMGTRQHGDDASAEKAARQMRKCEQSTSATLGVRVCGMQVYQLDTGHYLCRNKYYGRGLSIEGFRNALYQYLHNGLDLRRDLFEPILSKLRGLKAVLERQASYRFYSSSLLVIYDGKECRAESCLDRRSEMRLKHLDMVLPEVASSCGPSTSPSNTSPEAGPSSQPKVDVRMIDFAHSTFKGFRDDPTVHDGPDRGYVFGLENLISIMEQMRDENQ
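ADP-Glo luminescence measures ADP made by human IP6K1 during a 2 h RT reaction with ATP/IP6 (mix at 1.3 mM/130 uM); top library doses 57.5 and 19.1 uM final.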
Luciferase inh: Firefly luciferase inhibition profiling of diverse chemical library using quantitative high-throughput screening. purified P. pyralis luciferase, luminescence, biochemical. Luciferin 4-monooxygenase (Photinus pyralis), P08659. AID 1347043, 2019. Potency, µM (titrated, usually from 115 µM), for inactives: at the top dose activity change, negative = inhibition, hits mostly inhibitors. 2.5% of 76,000 active; further: potency means the concentration at half of the fitted maximal effect; nearly all actives have a fitted effect of over 65% in size
Target sequence (P08659 whole entry, looked up): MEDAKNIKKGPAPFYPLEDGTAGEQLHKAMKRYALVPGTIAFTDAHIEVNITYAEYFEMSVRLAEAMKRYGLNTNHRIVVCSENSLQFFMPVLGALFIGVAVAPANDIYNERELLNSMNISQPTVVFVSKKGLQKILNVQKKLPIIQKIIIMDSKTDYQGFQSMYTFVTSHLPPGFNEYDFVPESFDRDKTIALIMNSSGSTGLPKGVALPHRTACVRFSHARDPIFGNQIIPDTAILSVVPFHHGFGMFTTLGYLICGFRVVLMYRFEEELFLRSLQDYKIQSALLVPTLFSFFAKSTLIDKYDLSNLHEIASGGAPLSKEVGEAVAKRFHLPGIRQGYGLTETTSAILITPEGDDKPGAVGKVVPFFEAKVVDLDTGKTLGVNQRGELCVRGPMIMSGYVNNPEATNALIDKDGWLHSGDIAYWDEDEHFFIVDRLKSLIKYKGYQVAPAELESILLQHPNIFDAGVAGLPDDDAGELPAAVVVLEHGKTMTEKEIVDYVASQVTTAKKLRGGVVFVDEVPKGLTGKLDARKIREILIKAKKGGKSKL
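Cell-free enzyme assay, 10nM P. pyralis luciferase, luciferin and ATP each at 10uM. Inhibition profiled over a 6-point titration, read as luminescence.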
SNCA expr inh: Primary qHTS assay for inhibitors of alpha-synuclein gene (SNCA) expression; HEK-293 SNCA-luciferase knock-in, luminescence, 24 h; Potency, µM (doses to about 57.2 µM), for inactives: top-dose activity change, negative = inhibition, hits mostly inhibitors; 0.17% of 140,000 active; AID 1671194, 2021;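 further: potency means the concentration at half of the fitted maximal effect; plate controls were DMSO cells for no effect and cell-free wells for full effect; nearly all actives have a fitted effect of over 45% in size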
NIH3T3 tox: Cytotoxic Profiling in NIH 3T3 Cell Line of Diverse Libraries Using Quantitative High-Throughput Screening; NIH 3T3 viability, CellTiter-Glo ATP luminescence, 48-72 h; Potency, µM (doses to about 96.7 µM), for inactives: at the highest dose activity change, negative = cytotoxicity, hits mostly inhibitors; 4.3% of 94,000 active; AID 1345082, 2018; further: potency means the concentration at half of the fitted maximal effect; nearly all actives have a fitted effect of over 55% in size
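ATP-dependent luminescence (CellTiter-Glo) served as the viability signal for NIH 3T3 cells treated with compound for 48 or 72 hr at 37 °C.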
GPT2 inhibitor: Primary qHTS assay for inhibitors of Glutamate pyruvate transaminase 2 (GPT2) | Recombinant GPT2, coupled pyruvate oxidase/HRP Amplex Red fluorescence | Alanine aminotransferase 2 (Homo sapiens), Q8TD30 | Potency, µM (highest dose often 57.7 µM), for inactives: top-dose activity change, negative = inhibition, actives largely listed as inhibitors | 0.25% of 100,000 active; further: potency means the concentration at half of the fitted maximal effect; nearly all actives have a fitted effect of over 60% in size; many of its hits are not listed in these tables
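GPT2 10ng/uL, a-KG 250uM, L-Ala 2mM, HEPES pH7.5 + 0.0001% Tween; 30 min RT. Then Amplex mix (PO/HRP/ThPP), 30 min RT dark, fluorescence. AOA 50uM used as positive control.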
SNCA viab count: GF-AFC viability counterscreen for inhibitors of alpha-synuclein gene (SNCA) expression; Potency, µM (top dose mostly 57.1 µM), for inactives: top-dose activity change, negative = cytotoxicity, actives largely listed as cytotoxic; HEK-293-SNCA-luc viability, GF-AFC fluorescence, 24 h; 0.12% of 150,000 active;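 further: potency means the concentration at half of the fitted maximal effect; 0% = DMSO-treated cells and -100% = medium-only wells without cells; nearly all actives have a fitted effect of over 30% in size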
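HEK-293-SNCA-luc cells (1500/well) plated 24 h, then exposed 24 h to a dilution series; GF-AFC added 30 min at 37C, fluorescence 405/540 nm; normalised to medium-only and DMSO wells, Hill fit.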
HEK cytotox: Cytotoxic Profiling in HEK 293 Cell Line of Diverse Libraries Using Quantitative High-Throughput Screening. HEK 293 viability, ATP luminescence (CellTiter-Glo), 48-72 h. Potency, µM (titrated, usually from 115 µM), for the others: at the top dose activity change, negative = cytotoxicity, most hits filed as inhibitors. 6.6% of 94,000 active. AID 1345083, 2018; further: potency means the concentration at half of the fitted maximal effect; nearly all actives have a fitted effect of over 60% in size
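Viability of HEK 293 cells, plated at 250 cells/well, was judged by cellular ATP after compound treatment for 48 or 72 hr. Luminescence was imaged 10 min after CellTiter-Glo addition at room temperature.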
* hit, by the source's call; i = inactive; ? = inconclusive; · = no result given; [ ] = dose if it differs, or a comment. Unless noted, the call rests on the fitted dose curve; in most records, active means well fitted curve in the direction sought with a large enough effect; inconclusive means small, poorly fitted or top-dose-only effect, or another doubt; inactive means no such curve, though single readings can be large; an effect the other way counts as inactive or inconclusive. Unless noted, on the % scale 0 is the no-effect control and ±100 the full control effect.

SMILES	IP6K1 inh	Luciferase inh	SNCA expr inh	NIH3T3 tox	GPT2 inhibitor	SNCA viab count	HEK cytotox
CC(NC(=O)Cc1cccc(F)c1)C(=O)N1CCN(c2ccccn2)CC1 (stereo not given)	9	-8%	-6%	-23%	?	-2%	-3%
CCN1C(=O)CCC2(C(=O)NCCc3c[nH]c4ccccc34)CCCC=C12 (stereo not given)	2	?	46%[activator]	-20%	?	2%	-19%
CCOC(=O)c1cccc(NC(=O)N2CCC(CN3CCc4ccccc4C3)CC2)c1	1	·	61%[activator]	·	·	0%	·
CCc1nc2c(c(-c3ccc(O)cc3)n1)CN(C(=O)c1cccc(Cl)c1)CC2	-3	·	13%	-28%	i	3%	-10%
CC1CCCCN1S(=O)(=O)c1cc2c(=O)nc3ccccn3c2cc1Cl (stereo not given)	1	·	-1%	·	·	-8%	·
CN1C(=O)CS(=O)(=O)C12CCN(C(=O)c1ccoc1)CC2	11	7%	-2%	-3%	i	-5%	-28%
O=C1Nc2ccccc2CC12CN(Cc1ccc(C(F)(F)F)cc1)C2	0	·	-2%	i	i	-11%	i
CCOc1cccc(CNC(=O)C2Cn3cccc3C(=O)N2)c1 (stereo not given)	-2	1%	-6%	-5%	i	7%	-7%
CC1=C[C@@H](CNC(=O)C2CC2)[C@H](C(C)C)C[C@H]1Cc1nc2ncccc2[nH]1	-9	-2%[172 µM]	-26%[87.6 µM]	?	-3%[88.5 µM]	?	?
COc1cccc(CNC(=O)CSc2nnc(C)c3c(C)n(-c4ccccc4)nc23)c1	23	·	?	·	·	-10%	·
COc1ccc(Cn2c(C3CCN(C(=O)c4ccco4)CC3)n[nH]c2=O)cc1	15	0%	2%	-4%	i	9%	6%
COC(=O)c1cn([C@H]2CO[C@H]3[C@@H]2OC[C@@H]3NCCCc2ccccc2)nn1	-6	-10%[172 µM]	-3%[87.6 µM]	-26%[174 µM]	1%[88.5 µM]	0%[87.6 µM]	-18%[172 µM]
O[C@H]1[C@H](NCC2CCCCC2)[C@H]2CO[C@H](O2)[C@@H]1Sc1ccccc1	6	10%[172 µM]	-18%[87.6 µM]	?	-8%[88.5 µM]	-3%[87.6 µM]	?
COc1ccc(NC(=O)C2(C)CCc3cnc(Nc4ccccc4)nc32)cn1 (stereo not given)	-24	6%[172 µM]	-14%[87.6 µM]	?	-4%[88.5 µM]	?	100µM*
CCSc1nc2ccccc2c(OCc2ccc(Cl)cc2)c1C(=O)OC	29	·	10%	·	·	2%	·
Cc1ccc(N2CCN(C(=O)c3noc(-c4ccc(F)cc4)n3)CC2)cc1	-7	?	-11%	1%	i	6%	2%
CCc1ccccc1NC(=O)[C@@H](c1ccccc1)N1Cc2ccccc2C1=O	2	·	12%	·	·	10%	·
CCOc1ccc(-c2ccnc(-c3ncccn3)n2)cc1C(=O)O	0	8%	-6%	0%	?	?	3%
Cc1ccnc(CC(C)N(C)C(=O)c2cc(-c3cnn(C)c3)nc3ccccc23)c1 (stereo not given)	34	-4%	-2%	-17%	0%	1%	-17%
Cn1c(CN2C[C@H](O)C[C@H]2c2nc(-c3ccc(OC(F)(F)F)cc3)no2)nc2ccccc21	13	40µM*	72%[activator]	-27%	-25%	4%	?
CCCN(CCC)CCNC(=O)CS(=O)Cc1nc(-c2ccc(OC)c(OC)c2)oc1C (stereo not given)	12	·	11%	·	·	-11%	·
CNC(=O)[C@H]1C[C@H](Oc2ccccc2)CN1Cc1sccc1C	15	0%	-6%	-8%	2%	7%	?
CC(=O)Nc1ccc(C2(C(=O)N3CCCCCC3)CCC2)cc1	2	7%	-1%	-15%	4%	-2%	?
Cc1nn2c(c1-c1ccccc1[S+](C)(=O)[O-])N(C(=O)COc1ccccc1)CCC2	13	-15%[172 µM]	-19%[87.6 µM]	?	i	2%[87.6 µM]	-19%[172 µM]
CN(C)c1ccc(CNC(=O)C2CCN(C(=O)c3ccc(-n4ccc5ccccc54)s3)CC2)cc1	1	·	20%	·	·	-5%	·

Next part; it opens with the 4 that closed the last part.
SMILES	IP6K1 inh	Luciferase inh	SNCA expr inh	NIH3T3 tox	GPT2 inhibitor	SNCA viab count	HEK cytotox
CNC(=O)[C@H]1C[C@H](Oc2ccccc2)CN1Cc1sccc1C	15	0%	-6%	-8%	2%	7%	?
CC(=O)Nc1ccc(C2(C(=O)N3CCCCCC3)CCC2)cc1	2	7%	-1%	-15%	4%	-2%	?
Cc1nn2c(c1-c1ccccc1[S+](C)(=O)[O-])N(C(=O)COc1ccccc1)CCC2	13	-15%[172 µM]	-19%[87.6 µM]	?	i	2%[87.6 µM]	-19%[172 µM]
CN(C)c1ccc(CNC(=O)C2CCN(C(=O)c3ccc(-n4ccc5ccccc54)s3)CC2)cc1	1	·	20%	·	·	-5%	·
Cc1cccc(CSc2nc3cccnc3n2Cc2ccc(C(=O)NCc3ccco3)cc2)c1	-17	·	5%	·	·	?	·
O=C(NCc1cccs1)c1ccc(CSc2nc3ccncc3n2Cc2ccccc2F)cc1	-3	·	56%[activator]	·	·	-8%	·
CCn1cnnc1CC1CCN(C(=O)c2[nH]nc3c2COc2ccccc2-3)CC1	11	-19%	30%[activator]	-7%	-2%	-12%	1%
Cc1ccc(C(=O)NC2CCCN(c3cc(-c4ccc(F)cc4)[nH]n3)C2)cn1 (stereo not given)	0	?	4%	-26%	?	-14%	20µM*
COC(=O)[C@@H]1Cc2nc[nH]c2CN1C(=O)c1ccc(-c2ccccc2)cc1	12	?	33%[87.6 µM]	?	1%[88.5 µM]	-7%[87.6 µM]	-25%[172 µM]
CCn1c(C)c(C)c2cc(C(=O)NCCc3cc(OC)c(OC)c(OC)c3)ccc21	-14	·	-14%	·	·	-13%	·
Cn1nc(C2CCCN(C(=O)Cc3cccc(F)c3)C2)n(-c2ccccc2)c1=O (stereo not given)	6	7%	13%	i	1%	-4%	5%
Cc1nc(C2CC(O)C2)cc(N2CCN(c3ccc(F)c(Cl)c3)CC2)n1 (stereo not given)	3	13%	-13%	?	4%	-24%	18µM*
Cc1ccc(OCC(=O)N2CCC3(CC2)N(CC2CC2)C(=O)CS3=O)cc1 (stereo not given)	-8	-2%	-13%	i	-6%	6%	-5%
COc1ccc(CCC(=O)N2CCC(c3nc(C4CCOCC4)no3)CC2)cc1	1	5%	6%	-26%	0%	-1%	-25%
Cc1cc(Cl)ccc1NC(=O)N1CCC(Oc2ncccc2C(=O)N2CCOCC2)C1 (stereo not given)	-1	7%	8%	-8%	-1%	5%	-6%
CCc1ccc(CNC(=O)C2CCN(C(=O)c3ccc(-n4ccc5ccccc54)s3)CC2)cc1	19	·	59%[activator]	·	·	-4%	·
Cc1c(CC(=O)N(C)C(C)C)c2c(n1Cc1ccccc1F)CCCC2=O	4	9%	24%	-21%	?	-14%	1%
O=C(O)C(c1cccc2c1OCC2)N1CCC(OCc2cccnc2)CC1 (stereo not given)	-6	-7%	5%	3%	?	5%	i
CCNC(=O)N1CCC[C@@H](O)[C@H](NC(=O)c2ccc(OCCN3CCOCC3)cc2)C1	4	1%[172 µM]	?	-2%[174 µM]	-7%[88.5 µM]	3%[87.6 µM]	-2%[172 µM]
COc1cccc(C(=O)N2C(C(=O)NC(C)C)COC23CCN(C(=O)c2ccc(F)cc2)CC3)c1 (stereo not given)	3	-1%	39%[activator]	-4%	i	6%	0%
COC(=O)c1cc2sccc2n1CC(=O)Nc1ccc(C)cc1C	-9	·	2%	·	·	3%	·
Cc1ccc(C(=O)N2CCn3c(nnc3-c3ccc(Cl)cc3)C2)cc1	6	·	-5%	-29%	-3%	-1%	-15%
Cc1cc(C)cc(NC(=O)COc2cccc3c(=O)n(C)ccc23)c1	10	·	-5%	·	·	-1%	·
COC(=O)[C@@H]1Cc2c([nH]c3ccccc23)[C@H]2C[C@@H](NCc3cccnc3)C[C@@H](c3ccc(C(F)(F)F)cc3)N21	-19	0%	?	28µM*	-2%	?	?
COc1ccccc1-c1nnc(C2CCN(C(=O)c3ccc(Cl)cc3)CC2)o1	30	·	0%	·	·	1%	·
O[C@@H]1C[C@@H](c2nc(-c3ccc4c(c3)OCO4)no2)N(CCCc2ccccc2)C1	14	35µM*	55%[activator][87.6 µM]	?	-5%[88.5 µM]	-20%[87.6 µM]	?
Cc1ccc(NC(=O)N2Cc3[nH]cnc3C[C@H]2c2nc(-c3cccc([N+](=O)[O-])c3)no2)cc1	6	-22%	74%[activator]	?	-48%	-15%	?
O=C(Cn1cccc1-c1nc(-c2ccc(F)cc2)no1)NC1CCCCC1	28	-1%	?	i	i	2%	19%
COc1ccc(NC(=O)CSc2nnc3c(C)cc4ccccc4n23)cc1	18	·	30%	·	·	-17%	·

(further entries)
SMILES	IP6K1 inh	Luciferase inh	SNCA expr inh	NIH3T3 tox	GPT2 inhibitor	SNCA viab count	HEK cytotox
Cc1cc(C)c(NC(=O)CSc2nc(=O)[nH]c3c2CCCC3)c(C)c1	30	·	-2%	·	·	-8%	·
Cc1cc(C)n(CCC(=O)N2CCC(Cc3nncn3-c3ccccc3)CC2)n1	33	-1%	-6%	2%	0%[11.5 µM]	-6%	1%
COC(=O)c1c(NC(=O)c2cc3nc(-c4ccc(OC)cc4)cc(C(F)(F)F)n3n2)sc2c1CCCC2	-17	·	?	·	·	7%	·
O=C(NCc1cccs1)c1cc(C2CC2)nc2onc(C3CCNC3)c12 (stereo not given)	0	·	5%	-19%	i	-5%	-27%
CCC(=O)N1CCN(c2nc3c(s2)CC(C(=O)Nc2ccc(F)cc2C)CC3)CC1 (stereo not given)	11	-10%	-5%	-16%	i	9%	?
CCCCCCCCCCCC1=C(O)C(=O)C=C(O)C1=O	·	·	-3%	·	4%	-7%	·
Cc1ccsc1CN1C[C@@H]2C(C(=O)Nc3ccccc3)=NO[C@@H]2C1	2	?	51%[activator][87.6 µM]	-21%[138 µM]	-4%[88.5 µM]	4%[87.6 µM]	?
COC(=O)[C@@H]1C[C@H](NC(=O)c2cccc(-n3nnnc3C)c2)CN1C	7	10%	-3%	-5%	i[11.5 µM]	0%	-5%
COCCNCCCn1c(C(=O)CF)c(-c2ccc(C)cc2)c2c(N)ncnc21	·	·	-28%	·	i	-11%	·
COc1ccc(N2CC(NC(=O)/C=C\c3ccccc3)CC2=O)cc1 (stereo not given)	33	·	-10%	·	·	1%	·
c1ccc2[nH]c(N3CCN(Cc4cc5n(n4)CCCNC5)CC3)nc2c1	-8	13%	-14%	1%	2%	-3%	i

This is a subset. The share of hits here may be higher or lower than overall.
